Abeta yeast res: restores growth of yeast expressing A-beta42 peptide. yeast expressing A-beta42, growth rescue, OD600, 48 h; response scale: 0% DMSO, 100% iron-clioquinol control. Potency, µM (series often up to 46.1 µM), for the others: at the highest dose growth rescue, hits mostly activators. actives 0.063% (n = 410,000); note: potency is the fitted concentration of half-maximal effect; nearly all actives have a fitted effect of over 55% in size
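Yeast A-beta toxicity model in growth medium with pinned compounds, 48 h at 30 C; growth read as absorbance at 600 nm. Normalized to FeCl3/clioquinol equimolar mix (positive) and DMSO (negative).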
TDP-43 yeast inh: rescues yeast growth from TDP-43 toxicity; TDP-43 expressing yeast growth rescue, BacTiter-Glo, 24 h; actives 1.8% (n = 410,000); Potency, µM (titrated, usually from 46.1 µM), for the others: at the highest dose growth rescue (activation), hits mostly activators; AID 652104; note: potency is the fitted concentration of half-maximal effect; % of control where 0% means no effect; nearly all actives have a fitted effect of over 50% in size
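Galactose-induced TDP-43 yeast, OD600=0.02, compound pinned; 24 hr, 30 deg C; BacTiter-Glo luminescence for growth. Inhibitors of TDP-43 toxicity read as activators.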
EPAC2 antag: EPAC2 (human) antagonism. Q8WZA2. Potency, µM (top dose mostly 114 µM), for the others: at the top dose activity, negative = inhibition, most hits filed as inhibitors. actives 0.18% (n = 360,000). EPAC2 GEF exchange of Rap1B-BODIPY-GDP, fluorescence. AID 720708; note: potency is the fitted concentration of half-maximal effect; % is set by controls: 0 for no effect and ±100 for the full control effect; nearly all actives have a fitted effect of over 45% in size; many of its hits are not listed in these tables
Target sequence (Q8WZA2 whole entry, looked up): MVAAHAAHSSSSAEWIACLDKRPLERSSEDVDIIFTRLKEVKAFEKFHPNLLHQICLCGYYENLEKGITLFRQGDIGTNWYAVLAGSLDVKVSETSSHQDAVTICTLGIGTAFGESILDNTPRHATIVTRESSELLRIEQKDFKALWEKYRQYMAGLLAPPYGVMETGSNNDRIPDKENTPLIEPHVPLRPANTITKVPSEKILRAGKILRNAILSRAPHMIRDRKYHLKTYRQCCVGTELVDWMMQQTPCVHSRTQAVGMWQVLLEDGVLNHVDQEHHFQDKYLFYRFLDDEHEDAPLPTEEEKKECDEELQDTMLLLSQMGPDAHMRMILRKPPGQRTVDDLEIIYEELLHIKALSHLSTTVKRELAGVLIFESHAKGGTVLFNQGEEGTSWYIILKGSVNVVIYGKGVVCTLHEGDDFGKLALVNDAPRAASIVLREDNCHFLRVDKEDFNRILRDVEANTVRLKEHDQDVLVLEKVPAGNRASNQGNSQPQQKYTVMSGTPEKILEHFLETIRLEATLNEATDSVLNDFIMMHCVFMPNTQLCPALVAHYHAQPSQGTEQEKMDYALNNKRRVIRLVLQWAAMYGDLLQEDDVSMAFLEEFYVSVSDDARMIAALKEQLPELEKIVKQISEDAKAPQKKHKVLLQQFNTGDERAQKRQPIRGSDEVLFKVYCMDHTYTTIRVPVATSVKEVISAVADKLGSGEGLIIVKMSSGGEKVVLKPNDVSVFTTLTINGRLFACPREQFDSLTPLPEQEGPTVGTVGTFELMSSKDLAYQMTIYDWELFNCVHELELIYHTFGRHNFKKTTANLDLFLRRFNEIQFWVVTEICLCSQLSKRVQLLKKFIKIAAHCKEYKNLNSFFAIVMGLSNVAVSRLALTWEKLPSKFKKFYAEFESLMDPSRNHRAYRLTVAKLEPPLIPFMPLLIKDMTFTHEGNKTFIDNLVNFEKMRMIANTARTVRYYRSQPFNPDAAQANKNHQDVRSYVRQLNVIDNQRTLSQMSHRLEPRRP
EPAC2 agonist: agonists of human EPAC2 (RAPGEF4); Q8WZA2; EPAC2 activation, biochemical qHTS; response scale: 100% = 6.5 mM cAMP response; Potency, µM (doses to about 154 µM), for inactives: top-dose activation, actives largely listed as activators; actives 0.079% (n = 360,000); note: potency is the fitted concentration of half-maximal effect; nearly all actives have a fitted effect of over 50% in size
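Setup: EPAC2 100 nM, labeled Rap1B complex 250 nM, free GDP 50 uM. Compound titrations pinned in, brief spin, 5 min room temperature incubation. Kinetic fluorescence read over 30 min, normalized to 6.5 mM cAMP.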
aSyn rescue: alpha-synuclein toxicity inhibition in yeast; Yeast expressing alpha-synuclein, growth rescue, BacTiter-Glo, 24 h; actives 0.14% (n = 370,000); Potency, µM (doses to about 46.1 µM), inactives show top-dose growth rescue (activation), actives largely listed as activators; note: potency is the fitted concentration of half-maximal effect; % of control where 0% means no effect; nearly all actives have a fitted effect of over 65% in size
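Galactose-induced alpha-syn yeast (OD600=0.02, raffinose-pregrown) + pinned cpd, 24 hr, 30 deg C; growth by BacTiter-Glo luminescence. Growth restoration scores as activation.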
FUS yeast rescue: rescues growth of FUS-expressing yeast; S. cerevisiae FUS-expressing, growth rescue, OD600, 24 h; Potency, µM (titrated, usually from 76.6 µM), without a hit: at the top dose growth rescue (activation), hits mostly activators; actives 0.24% (n = 390,000); AID 1347120;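 note: potency is the fitted concentration of half-maximal effect; plate controls were DMSO vehicle for no effect and reference control for full effect; nearly all actives have a fitted effect of over 55% in size; some results filed as inactive show a strong effect at the top dose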
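Steps: raffinose overnight preculture; dilution to OD 0.005 in 2% galactose minimal medium; compound addition (concentration series); 24hr at 30C, 99% humidity; absorbance read at 600 nm.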
DRD3 antagonist: antagonists of human D3 dopamine receptor; actives 2.5% (n = 360,000); max response, negative = inhibition, %; P35462; D3R cells, DiscoveRx beta-arrestin luminescence, antagonist mode; stronger effect = lower value; in the data active = max response below about -50%; inconclusive = no clear call, values can overlap the other calls; note: % is set by controls: 0 for no effect and ±100 for the full control effect; mostly tested at two doses, the higher about 12 µM
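Cells plated overnight at 1500 cells/well, then exposed to library compounds with dopamine controls for 90 minutes at 37 degrees C. DiscoveRx reagent added for 30–60 minutes at room temperature; luminescence read, quantitative HTS format.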
D3 ag: activates the human D3 dopamine receptor; P35462; D3R DiscoveRx beta-arrestin cells, luminescence, 90 min; max activation, %; actives 0.58% (n = 410,000); AID 652048; in the data active = max activation above about 30%; note: 0% is about no effect; mostly tested at two doses, the higher about 12 µM
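Agonist-mode cell screen: cells plated at 1500/well and incubated overnight at 37 °C, then exposed to library compounds for 90 min at 37 °C. Detection reagent was added for 30–60 min at room temperature, and luminescence was read.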
Starred values were filed as active, the others as inactive; ? = inconclusive; / = not tested or not shown; [ ] = another dose, or the depositor's remark. Unless noted, calls come from the whole dose curve; as a rule, active = well fitted curve in the direction sought with a large enough effect; inconclusive = small, poorly fitted or top-dose-only effect, or another doubt; inactive = no such curve, though single readings can be large; an effect the other way counts as inactive or inconclusive. An excerpt; the hit share may differ from the screen's.

SMILES	Abeta yeast res	TDP-43 yeast inh	EPAC2 antag	EPAC2 agonist	aSyn rescue	FUS yeast rescue	DRD3 antagonist	D3 ag
CCOC(=O)c1c(NC(=O)Cn2cnc3scc(-c4ccc(C)cc4)c3c2=O)sc(C)c1C	-1%	1%	-9%	-5%	-2%	/	5	5
O=C(NCc1cccs1)Nc1ccc2c(c1)OCO2	8%	-10%	3%	2%	3%	24%	1	5
COc1ccc(NS(=O)(=O)c2cc3c(cc2C)N(C(C)=O)CCO3)cc1OC	3%	5%	-9%	6%	-2%	-4%	21	4
O=C(c1ccc(Cl)c([N+](=O)[O-])c1)N(Cc1ccc(Cl)cc1)C1CCS(=O)(=O)C1 (stereo unspecified)	2%	0%	-6%	3%	-2%	?	?	-18
O=[N+]([O-])c1ncn(Cc2c(Cl)cccc2Cl)n1	8%	0%	5%	-3%	8%	-10%	-3	3
CC(=O)NC(c1ccc(C(C)C)cc1)c1c(O)ccc2ccccc12 (stereo unspecified)	10%	12%	?	11%	29%	38%	71	-13
CCn1c(SCC(=O)Nc2cc(OC)ccc2OC)nnc1C1CCCCC1	-7%	-22%	8%	7%	11%	20%	-29	-6
Cc1ccc(C(=O)c2coc3ccc(O)cc23)cc1	-12%	15%	-1%	7%	-7%	-31%	-11	-4
COc1cc(OC)cc(-c2c(-c3cccs3)c3cc(-c4cc(OC)c(OC)c(OC)c4)ccc3n2C)c1	4%	26%	2%	2%	-4%	18%	33	-14
O=C(NNc1cc(N2CCOCC2)nc(N2CCOCC2)n1)c1ccc(Cl)cc1Cl	2%	-1%	7%	-1%	-4%	8%	3	7
COc1ccc(S(=O)(=O)N2CCCCC2)cc1NC(=O)C1CC1	3%	14%	-2%	16%	2%	-10%	-10	2
O=C(CSc1n[nH]c(=O)n1-c1cccnc1)N1CCOCC1	1%	-10%	-1%	9%	1%	18%	-13	1
C=CCC(Nc1ccccc1)c1cccc(OC)c1OC (stereo unspecified)	4%	-13%	-28%	18%	4%	16%	?	-13
O=C(COC(=O)c1ccc(F)cc1)Nc1ccccc1N1CCOCC1	-6%	-3%	1%	0%	-13%	6%	10	4
CCOC(=O)c1sc(-c2ccccc2)cc1N	22%	7.1µM*	-3%[57.1 µM]	-5%	16%	2%	6	-3
CC(C)=CCC[C@H](C)C[C@@H]1CC2=C(C(=O)OC(C)(C)O2)[C@H](c2ccc(F)cc2)O1	15%	11%	?	-1%	10%	13%	5	5
O=C(NCCCN1CCOCC1)C1CC(=O)N(c2ccccc2)C1 (stereo unspecified)	-3%	3%	3%	6%	0%	1%	10	7
CC1CCC(NC(=O)c2ccc3c(c2)N(Cc2cccc(Cl)c2)C(=O)c2ccccc2S3=O)CC1 (stereo unspecified)	7%	-2%	/	/	/	33%	/	-9
COc1cc2[nH]c(=O)n(Cc3ccc(C(=O)NCc4ccc(C)cc4)cc3)c(=O)c2cc1OC	-6%	13%	/	/	/	-28%	/	-1
O=C(NC1CC1)C1CCN(Cc2cnn(-c3ccccc3)c2-n2cccc2)CC1	-2%	-26%	6%	2%	/	12%	0	-7
Cc1ccc(Cn2ccsc2=NC(=O)COC(=O)C(C)C)cc1	3%	-5%	9%	2%	9%	-1%	11	0
CN(C(=O)c1cccc(NC(=O)Cc2ccc(NC(=O)C3CCN(C(=O)C4CCCCC4)CC3)cc2)c1)C1CCC1	5%	15%	-13%	4%	0%	12%	0	6
Cc1cccc(NC(=O)C(C)N2C(=O)c3ccccc3S2(=O)=O)n1 (stereo unspecified)	-2%	19%	-8%	5%	-4%	/	-30	-3
Cc1ccc(C2CC(C(F)(F)F)n3nc(C(=O)NCc4ccco4)cc3N2)cc1 (stereo unspecified)	5%	20%	-1%	0%	-3%	12%	-27	-6
CCn1c(=O)n(CC)c2cc(N3CCCC3)c(NC(=O)c3ccc(C)c([N+](=O)[O-])c3)cc21	2%	6%	-3%	-4%	3%	-7%	14	3
O=c1c2oc3ccccc3c2[nH]c(=S)n1-c1ccc(F)cc1	12%	28%	-2%	-7%	8%	-15%	-13	-2
Cc1ccc(C(=O)C(OC(=O)CNC(=O)c2ccc(Cl)cc2)c2ccccc2)cc1 (stereo unspecified)	14%	-8%	-1%	-1%	/	-10%	-2	4
COc1ccc(NS(=O)(=O)c2cccc(C(=O)N/N=C(/C)c3ccc(-n4ccnc4)cc3)c2)cc1	0%	-4%	0%	7%	-1%	10%	2	-3
CCOC(=O)C1CCN(c2c(N3CCCC(C(=O)OCC)C3)c(=O)c2=O)CC1 (stereo unspecified)	-9%	0%	13%	7%	-9%	-12%	6	-4
O=C(OCCOc1ccc(F)cc1)c1ccc(S(=O)(=O)N2CCCC2)cc1	-9%	22%	-11%	21%	-6%	-5%	-13	-2
Cc1ccc([N+](=O)[O-])c2c1C(N1CCCC1)C(C)(C)O2 (stereo unspecified)	-18%	-4%	-10%[57.1 µM]	-5%	-6%	27%	-5	-4
COc1ccc2nc(NC3=NCCC3)sc2c1	-9%	-19%	3%	5%	-18%	20%	0	-3
COCCCNC(=S)N1CCN(c2nc(-c3ccc(F)cc3)cs2)CC1	?	22µM*	-23%	4%	-2%	?	29	7
O=C(CCN1CCOCC1)NNC(=O)Nc1cccc(Cl)c1	-1%	1%	14%	7%	9%	-13%	4	1
c1coc(-c2nc3c([nH]2)CCc2nonc2-3)c1	11%	6%	5%	7%	1%	-6%	-8	2
CCOC(=O)Cc1nnc(NC(=O)C(CC)Sc2nncn2C)s1 (stereo unspecified)	-6%	20%	7%	6%	3%	-7%	8	0
COc1cccc(Nc2nc(NCCO)nc(N3CCCC3)n2)c1	-21%	/	17%	1%	/	-30%	/	/
Cc1ccccc1OCC(=O)OCC(=O)NCc1ccccc1Cl	15%	4%	0%	4%	-4%	-12%	2	2
CCOC(=O)c1cc(-c2ccccc2)nc2nc(N(CC)CC)sc12	-25%	24%	-19%	2%	1%	?	28	9
Cc1ccc(C(=O)C(OC(=O)c2cnccn2)c2ccccc2)cc1C (stereo unspecified)	-19%	-9%	-7%	16%	12%	/	-7	-3

Structures listed so far containing an aryl thioether with sulfur outside any ring, in the order listed:
SMILES	Abeta yeast res	TDP-43 yeast inh	EPAC2 antag	EPAC2 agonist	aSyn rescue	FUS yeast rescue	DRD3 antagonist	D3 ag
CCn1c(SCC(=O)Nc2cc(OC)ccc2OC)nnc1C1CCCCC1	-7%	-22%	8%	7%	11%	20%	-29	-6
O=C(CSc1n[nH]c(=O)n1-c1cccnc1)N1CCOCC1	1%	-10%	-1%	9%	1%	18%	-13	1
CCOC(=O)Cc1nnc(NC(=O)C(CC)Sc2nncn2C)s1 (stereo unspecified)	-6%	20%	7%	6%	3%	-7%	8	0

The listing continues.
SMILES	Abeta yeast res	TDP-43 yeast inh	EPAC2 antag	EPAC2 agonist	aSyn rescue	FUS yeast rescue	DRD3 antagonist	D3 ag
CCN(CC)S(=O)(=O)c1cccc(C(=O)NCCCN2CCOCC2)c1	1%	-21%	14%	-4%	1%	-9%	13	-5
O=C(C1=C[C@H](c2ccc(C(F)(F)F)cc2)C[C@H](OCc2ccc(CO)cc2)O1)N1CCN(Cc2ccccc2)CC1	-1%	-4%	-13%	2%	-2%	38%	?	-2
COc1ccc(N2CCN(CCNC(=O)CCCn3c(=O)[nH]c4cc(Cl)ccc4c3=O)CC2)cc1	19%	3%	-6%	0%	2%	-14%	0	-4
O=C1CC(SC(=NCc2ccc3c(c2)OCO3)Nc2ccccc2)C(=O)N1c1ccccc1 (stereo unspecified)	-5%	-8%	3%	3%	-2%	19%	0	-12
O=C(c1ccccc1-c1nc(-c2ccc(Cl)cc2)no1)N1CCCC1	2%	-11%	8%	-4%	0%	16%	5	14
O=C(NC1CCCC1)C1CCCN1C(=O)Nc1ccccc1Cl (stereo unspecified)	7%	0%	5%	8%	-2%	13%	-6	-1
COc1ccc(-n2c(Cc3cccn3C)nnc2SCC(=O)N2CCOCC2)cc1	0%	0%	5%	13%	-1%	18%	-7	1
COc1ccccc1CCC(=O)NNC(=O)c1ccncc1	-2%	-24%	6%	7%	1%	23%	4	10
Cn1c(N)c(C(=O)COC(=O)Cc2c(F)cccc2Cl)c(=O)n(C)c1=O	5%	12%	-10%	0%	1%[1.84 µM]	24%	18	1
CN(Cc1cccc(F)c1)C(=O)CSc1nnc(C2CC2)n1C1CC1	-5%	-9%	-5%	9%	-8%	9%	-10	-9
O=C(Nc1ccc(N2CCOCC2)cc1)c1csc([C@@H]2O[C@H](CO)[C@H](O)[C@H](O)[C@H]2O)n1	-10%	27%	9%	8%	-8%	-12%	-19	0
Cc1ccc(C)c(NC(=O)CCC(=O)NNC(=O)c2cccs2)c1	8%	26%	-1%	8%	-1%	0%	15	2
CC(C)c1cc(N=O)cc(C(C)C)c1O	-2%	6%	4%	2%	0%	/	-5	-11
COc1cccc(-c2coc3cc4oc(=O)c(CCC(=O)O)c(C)c4cc23)c1	-35%[inhibitor]	-33%[inhibitor]	-12%	8%	-79%[inhibitor]	20%	5	4
COc1ccccc1C(=O)NCCC(=O)NC1CCCCCC1	12%	2%	-5%	-1%	-10%	0%	15	-14
CC(=O)Nc1ccc(NC(=O)COC(=O)c2ccccc2C(=O)c2ccccc2)cc1	-16%	-2%	-3%	-1%	-3%	16%	?	0
N#Cc1nc(COc2ccc(Cl)cc2)oc1N1CCN(Cc2ccccc2)CC1	18%	0%	0%	-4%	11%	11%	-14	1
CN(C(=O)Cn1c(=O)oc2ccccc21)C1CCCCC1	22%	27%	3%	3%	0%	/	1	2
COc1cc(C2=NOC(C(=O)N3CCCCCC3)C2)cc(OC)c1OC (stereo unspecified)	-24%	-3%	-1%	5%	-5%	17%	8	4
CCOC(=O)CCNC(=O)Nc1ccc2nc(C)n(Cc3ccccc3Cl)c(=O)c2c1	-9%	-16%	-3%	12%	0%	34%	-16	-6
CC(C)(C)c1nnc(N/N=C/c2ccc(Br)cc2)n(N)c1=O	6%	12%	5%	-17%	6%	/	18	7
COc1ccc(OCC(O)CNC(=O)Nc2ccc(F)cc2)cc1 (stereo unspecified)	6%	23%	3%	8%	-1%	-3%	10	8

Part of the list above, limited to TDP-43 yeast inh, EPAC2 agonist and Abeta yeast res.
Compound,TDP-43 yeast inh,EPAC2 agonist,Abeta yeast res
COc1cc(C2=NOC(C(=O)N3CCCCCC3)C2)cc(OC)c1OC (stereo unspecified),-3%,5%,-24%
CC(C)(C)c1nnc(N/N=C/c2ccc(Br)cc2)n(N)c1=O,12%,-17%,6%

Compound activity (PubChem)
